GPT2 inh: inhibitors of human GPT2 alanine aminotransferase; Q8TD30; Recombinant GPT2, coupled pyruvate oxidase/HRP Amplex Red fluorescence; Potency, µM (doses to about 57.7 µM), for inactives: at the top dose activity change, negative = inhibition, actives largely listed as inhibitors; hit rate 0.25% among 100,000; also: potency is read from the fitted curve at half-maximal effect; nearly all actives have a fitted effect of over 60% in size; many of its hits are not listed in these tables
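Inhibition is scored from Amplex Red fluorescence generated when pyruvate oxidase and HRP act on pyruvate released by GPT2. Reactions contain 10ng/uL enzyme, 250uM a-KG and 2mM L-alanine and run 30 min at room temperature.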
HEK293 viab: reduces viability of HEK-293 SNCA reporter cells. HEK-293-SNCA-luc viability, GF-AFC fluorescence, 24 h. Potency, µM (highest dose often 57.1 µM), for inactives: top-dose activity change, negative = cytotoxicity, most hits filed as cytotoxic. hit rate 0.12% among 150,000. AID 1671193;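 also: potency is read from the fitted curve at half-maximal effect; 0% = DMSO-treated cells and -100% = medium-only wells without cells; nearly all actives have a fitted effect of over 30% in size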
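HEK-293-SNCA-luc cells (1500/well) plated 24 h, then exposed 24 h to a dilution series; GF-AFC added 30 min at 37C, fluorescence 405/540 nm; normalised to medium-only and DMSO wells, Hill fit.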
IP6K1 inh: blocks human inositol hexakisphosphate kinase 1; hit rate 0.81% among 140,000; activity change, % (series mostly up to about 58 µM); Q92551; IP6K1 kinase, ADP-Glo luminescence, 2 h; stronger effect = lower value; in the data active = activity change below about -25%
Target sequence (Q92551 whole entry, looked up): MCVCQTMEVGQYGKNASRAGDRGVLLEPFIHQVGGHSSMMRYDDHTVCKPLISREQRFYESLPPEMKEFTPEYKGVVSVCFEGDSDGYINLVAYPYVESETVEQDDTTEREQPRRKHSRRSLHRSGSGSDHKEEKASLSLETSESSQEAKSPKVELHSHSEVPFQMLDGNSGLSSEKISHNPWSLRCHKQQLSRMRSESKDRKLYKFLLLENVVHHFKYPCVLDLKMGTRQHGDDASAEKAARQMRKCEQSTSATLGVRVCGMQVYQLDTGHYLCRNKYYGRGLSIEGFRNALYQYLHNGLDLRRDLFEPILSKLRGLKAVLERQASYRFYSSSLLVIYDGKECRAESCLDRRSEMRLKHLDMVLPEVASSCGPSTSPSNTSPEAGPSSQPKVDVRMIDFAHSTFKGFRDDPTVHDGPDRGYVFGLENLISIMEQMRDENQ
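ADP-Glo luminescence measures ADP made by human IP6K1 during a 2 h RT reaction with ATP/IP6 (mix at 1.3 mM/130 uM); top library doses 57.5 and 19.1 uM final.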
NIH3T3 tox: kills NIH 3T3 cells; NIH 3T3 viability, CellTiter-Glo ATP luminescence, 48-72 h; Potency, µM (series often up to 96.7 µM), for inactives: top-dose activity change, negative = cytotoxicity, most hits filed as inhibitors; hit rate 4.3% among 94,000; AID 1345082; also: potency is read from the fitted curve at half-maximal effect; nearly all actives have a fitted effect of over 55% in size
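Luminescent ATP readout (CellTiter-Glo, 10 min RT) after 48 or 72 hr compound exposure of NIH 3T3 cells seeded at 400 cells/well in 1536-well format; quantitative HTS.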
HEK cytotox: HEK 293 cell cytotoxicity | hit rate 6.6% among 94,000 | AID 1345083 | HEK 293 viability, ATP luminescence (CellTiter-Glo), 48-72 h | Potency, µM (series often up to 115 µM), for inactives: at the top dose activity change, negative = cytotoxicity, most hits filed as inhibitors; also: potency is read from the fitted curve at half-maximal effect; nearly all actives have a fitted effect of over 60% in size
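HEK 293 cells seeded at 250 cells/well were exposed to compound for 48 or 72 hr at 37 degree Celsius. Viability taken as ATP content by CellTiter-Glo luminescence.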
Luciferase inh: blocks purified firefly luciferase enzyme activity; P08659; purified P. pyralis luciferase, luminescence, biochemical; Potency, µM (titrated, usually from 115 µM), for inactives: at the top dose activity change, negative = inhibition, actives largely listed as inhibitors; hit rate 2.5% among 76,000; AID 1347043; also: potency is read from the fitted curve at half-maximal effect; nearly all actives have a fitted effect of over 65% in size
Target sequence (P08659 whole entry, looked up): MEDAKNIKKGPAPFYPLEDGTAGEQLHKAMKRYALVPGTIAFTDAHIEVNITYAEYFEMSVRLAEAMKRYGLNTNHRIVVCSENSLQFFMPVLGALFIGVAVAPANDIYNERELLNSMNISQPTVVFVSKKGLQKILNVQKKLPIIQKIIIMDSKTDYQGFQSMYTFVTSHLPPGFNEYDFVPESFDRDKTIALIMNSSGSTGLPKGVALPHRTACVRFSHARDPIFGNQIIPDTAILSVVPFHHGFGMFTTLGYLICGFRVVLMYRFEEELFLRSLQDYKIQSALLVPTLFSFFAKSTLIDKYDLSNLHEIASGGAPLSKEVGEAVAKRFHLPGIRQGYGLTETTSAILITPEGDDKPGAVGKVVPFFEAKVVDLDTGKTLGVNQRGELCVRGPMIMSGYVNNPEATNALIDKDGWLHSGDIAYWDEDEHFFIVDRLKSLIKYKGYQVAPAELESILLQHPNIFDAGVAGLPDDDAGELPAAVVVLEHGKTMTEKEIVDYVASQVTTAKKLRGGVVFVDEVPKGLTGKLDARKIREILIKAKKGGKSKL
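Purified P. pyralis luciferase (10nM final) in 50mM Tris acetate pH 7.5, 10mM Mg acetate, 0.01% Tween-20, 0.05% BSA with 10uM D-luciferin and 10uM ATP. Compounds titrated qHTS. Luminescence imaged on CCD.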
SNCA expr inhib: reduces expression of the alpha-synuclein gene; HEK-293 SNCA-luciferase knock-in, luminescence, 24 h; Potency, µM (doses to about 57.2 µM), for the others: top-dose activity change, negative = inhibition, most hits filed as inhibitors; hit rate 0.17% among 140,000; AID 1671194;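 also: potency is read from the fitted curve at half-maximal effect; plate controls were DMSO cells for no effect and cell-free wells for full effect; nearly all actives have a fitted effect of over 45% in size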
An asterisk follows results filed as active; i = inactive; ? = inconclusive; . = no result given; [ ] = dose if it differs, or a comment. Unless noted, calls follow the shape of the dose curve; as a rule, active = well fitted curve in the direction sought with a large enough effect; inconclusive = small, poorly fitted or top-dose-only effect, or another doubt; inactive = no such curve, though single readings can be large; an effect the other way counts as inactive or inconclusive. Unless noted, % is scaled to controls: 0 for no effect and ±100 for the full control effect.

Results follow in this order: HEK293 viab, GPT2 inh, NIH3T3 tox, IP6K1 inh, Luciferase inh, HEK cytotox, SNCA expr inhib
O=C(C1CCCCN1Cc1ccc(-c2cccs2)cc1)N1CCOCC1 (configuration not stated)
 : -5%[12.5 µM], 2%, 0%, -7, ., ?, 0%
Cc1ccc(-c2cn3c(n2)sc2cc(C(=O)NCCCc4ccccc4)ccc23)cc1
 : 0%, ., ., -2, ., ., 203%[activator]
O=C(C1CCCC1)N1CCCN(c2nc3ncccc3o2)CC1
 : -1%[87.6 µM], i, -22%[138 µM], -14, 1%[172 µM], ?, -16%[87.6 µM]
COc1ccc(-c2ccccc2C(=O)NCC2CC2)nn1
 : ., ., i, 4, ., -2%[172 µM], .
Cc1ccnc(SCC(=O)N[C@H]2CCOC[C@H]2C2CCOCC2)n1
 : 0%, -2%, 3%, 1, -1%, -21%, 5%
O=C(c1nc2sccn2c1CN1CCCC(CO)C1)N1CCCCC1 (configuration not stated)
 : -1%, i, -2%, 1, 14%, 3%, -11%
Cc1ccc(C(=O)Nc2ccc3nc(N4CCCCC4)cc(C)c3c2)cc1F
 : -17%, ., ., 11, ., ., -20%
CN1CCC(N(C(=O)NCCc2ccccc2)C2CCOCC2)CC1
 : -7%, -1%, -2%, -1, -3%, 5%, 19%
COc1ccc(CN2CC3(CCN(S(=O)(=O)Cc4ccccc4F)CC3)C2=O)cc1
 : -13%, i, -32%, -2, 0%, ?, -18%
COc1ccc(CN[C@@H]2C=C[C@@H](c3c(C)nn(-c4ccccc4)c3C)C2)cc1
 : ?, -5%[88.5 µM], 50µM*, -7, ?, 28µM*, 34%[activator][87.6 µM]
CCn1c2c(c(=O)n1Cc1ccccc1)CCN(C(=O)c1cccc(C#N)c1)C2
 : -2%[87.6 µM], i, ?, -6, -1%[172 µM], 0%[172 µM], -25%[87.6 µM]
COc1ccc(NC(=O)O[C@@H]2CO[C@H]3[C@@H]2OC[C@@H]3NC(=S)Nc2cccc3ccccc23)cc1
 : 0%, i, -31%, -8, -9%, ?, 5%
Cc1ccc(-c2ncc(C(=O)Nc3cc(F)ccc3F)c(-c3ccncc3)n2)cc1
 : -29%, i, -5%, 37, 11%, -30%, 5%
CC(C)CC(=O)N1CCCC(c2nc(-c3cccnc3)no2)CCNC(=O)CC1 (configuration not stated)
 : 7%, i, -20%, 36, -2%, -12%, 6%
O=C(NC1CCCCC1)N[C@H]1CO[C@H]2[C@@H]1OC[C@@H]2n1nnnc1Oc1ccc(-n2ccnc2)cc1
 : 0%, 2%, ?, -1, -16%, ?, 24%
Cn1cnc(S(=O)(=O)N2CCCN(C(=O)c3nccn3C)CCNC(=O)CC2c2ccccc2)c1 (configuration not stated)
 : -3%, 2%, -16%, 29, -6%, i, 24%
COc1ccc(NS(=O)(=O)c2ccc3[nH]c4c(c3c2)CCCC4)cc1Cl
 : -28%, ., ., 33, ., ., ?
COc1cc(CNCCOc2cccnc2)ccc1OCC(O)CN1CCSCC1 (configuration not stated)
 : ?, -7%, 1%, 7, 2%, i, -22%
COc1ccc(-c2noc(-c3cccn3CC(=O)Nc3ccccc3OC)n2)cc1F
 : -18%, i, -19%, -4, 8%, -21%, 10%
O=C(c1ccc2cc[nH]c2c1)N1CCN(C(=O)c2nnn3c2COC(c2ccccc2)C3)CC1 (configuration not stated)
 : -14%, 1%, -8%, 0, -1%, ?, 5%
O=C1NCCCCCCN(Cc2ccncc2)[C@@H]2CN(Cc3ccccn3)CC[C@@H]12
 : -3%, ?, -21%, 16, -1%, ?, 24%
Cc1ccc2c(c1)N(C(=O)N1CCC(C(=O)NCCc3ccccc3)CC1)CC(C)O2 (configuration not stated)
 : -11%, ., ., 7, ., ., -3%
Cc1ccccc1CNC(=O)C(=O)NCC(c1cccs1)S(=O)(=O)c1cccs1 (configuration not stated)
 : 18%, ., ., -4, ., ., -7%
CC1Oc2ccc(NC(=O)C3CCCC3)cc2CN(Cc2ccc(F)cc2)C1=O (configuration not stated)
 : -16%, i, 25µM*, 8, -14%, ?, -26%
CC(=O)N1CCN(C(=O)c2cn3cc(-c4ccc(C)cc4)sc3n2)CC1
 : -4%, 4%, ?, 12, ., ?, 22%
COc1ccc(C2(C(=O)NCc3cccc(N)c3)CCOCC2)cc1
 : ., ., i, -1, ., -4%, .
CC(C)NC(=O)O[C@@H]1CC[C@]2(C)C(CC[C@@H](O)[C@H]2CC(=O)NCc2ccco2)[C@]1(C)CO (some centres not stated)
 : 6%, i, ?, -12, -13%, -5%, 15%
Cc1ccc(Nc2c(-c3ccc(N(C)C)cc3)nc3ccccn23)cc1
 : 5%, ., ., 32, ., ., 92%[activator]
CCc1nc(C)c(C(=O)N2C[C@@H](CN3CCOCC3)[C@@H](CO)C2)o1
 : 2%, -9%, -11%, 8, 5%, -2%, ?
O=C(c1ccc(Cl)nc1)N1CCN(C(=O)c2nc3cccnc3n(CCc3ccccc3)c2=O)CC1
 : -1%, i, -20%, 15, ., -9%, -5%
COc1ccc(S(=O)(=O)N2C[C@@H]3C[C@H](C2)c2c(NC(=O)c4ccco4)ccc(=O)n2C3)cc1
 : 3%, i, 2%, 1, 10%, ?, 44%[activator]
Cc1cc(C)cc(NC(=O)Cn2nc3n(c2=O)CCCC3)c1
 : 13%, i, 3%, -3, -6%, -17%, -14%
CSc1ccc(CCNC(=O)c2cnc3c(C)cccn3c2=O)cc1
 : 13%, ., ., -29*, ., ., 31%[activator]
CCn1nccc1C(=O)N1CCC(N2CC(OCCOC)C23CCCCC3)CC1 (configuration not stated)
 : -11%, 0%, -17%, -9, -4%, 1%, 20%
Cc1ccc(CNC2(Cc3cc(CO)on3)COC2)o1
 : 1%[87.6 µM], i, -8%[174 µM], 19, -6%[230 µM], -4%[230 µM], 8%[87.6 µM]
O=C(Cc1ccsc1)N1CC(Oc2ccccc2-c2nc(-c3ccccc3)no2)C1
 : -12%, i, 35µM*, 1, ?, ?, -5%
CNC(=O)c1cc[nH]c1C1CCCN(C(=O)CCc2nc3ccccc3[nH]2)C1 (configuration not stated)
 : 4%[12.5 µM], i, -4%, 4, 6%, -18%, 21%
COc1ccc(-c2noc(-c3cccn3CC(=O)NC3CCCC3)n2)cc1F
 : 2%, i, 5%, 2, 18%, -3%, -3%
COc1ccc(C)cc1NC(=O)Cn1c(=O)ccc2cc(S(=O)(=O)N3CCCC3)ccc21
 : -4%, ., ., -4, ., ., 10%
CN(C)c1cccc(C(=O)NC2CCCN(c3cc(-c4ccc(F)cc4)[nH]n3)C2)c1 (configuration not stated)
 : ?, -8%, ?, 2, 16µM*, ?, 27%
CCCc1cnc(C)nc1N1CCN(Cc2ccccc2F)C(CCO)C1 (configuration not stated)
 : -4%, -3%, -27%, -12, 7%, ?, -19%
Cc1cc(CN2CC[C@@H]3CN(S(C)(=O)=O)[C@@H]3C2)n(C)n1
 : 2%[12.5 µM], 0%, -7%, 26, 6%, i, -13%
Cc1ccccc1NC(=O)CCN1C(=O)c2ccccc2Sc2ncccc21
 : -2%, ., ., -4, ., ., 8%
CCCNC(=O)N1CCCCC1c1nc(C2CC2)n[nH]1 (configuration not stated)
 : -2%, i, 1%, 4, -5%, 0%, -29%
Cc1nc2ccccc2n1CCC(=O)N1C[C@@H](C)[C@](O)(C(C)C)C1
 : 2%, -23%[11.5 µM], -14%, -37*, 3%, -14%, 9%

Among those listed so far, 3 have a furan ring, fused or not:
Results follow in this order: HEK293 viab, GPT2 inh, NIH3T3 tox, IP6K1 inh, Luciferase inh, HEK cytotox, SNCA expr inhib
CC(C)NC(=O)O[C@@H]1CC[C@]2(C)C(CC[C@@H](O)[C@H]2CC(=O)NCc2ccco2)[C@]1(C)CO (some centres not stated)
 : 6%, i, ?, -12, -13%, -5%, 15%
COc1ccc(S(=O)(=O)N2C[C@@H]3C[C@H](C2)c2c(NC(=O)c4ccco4)ccc(=O)n2C3)cc1
 : 3%, i, 2%, 1, 10%, ?, 44%[activator]
Cc1ccc(CNC2(Cc3cc(CO)on3)COC2)o1
 : 1%[87.6 µM], i, -8%[174 µM], 19, -6%[230 µM], -4%[230 µM], 8%[87.6 µM]

New compounds follow.
Results follow in this order: HEK293 viab, GPT2 inh, NIH3T3 tox, IP6K1 inh, Luciferase inh, HEK cytotox, SNCA expr inhib
CCc1cccc(NC(=O)CCS(=O)(=O)c2ccc(C)cc2)c1
 : 1%, ., ., -5, ., ., 15%
COCCNc1ncc(-c2ccc(SC)cc2)c2c1OCC2
 : -1%[87.6 µM], 2%[88.5 µM], ?, -20, ?, ?, 134%[activator][87.6 µM]
CN(Cc1cccnc1)c1ccc2ncc(Nc3ccc(C(F)(F)F)cc3)n2n1
 : -26%[87.6 µM], -9%[88.5 µM], ?, -21, 0%[172 µM], 45µM*, ?
C[C@@H]1CN(C(=O)CNS(=O)(=O)c2cccs2)C[C@@]1(O)C1CC1
 : -2%, i, 2%, -2, -2%, i, -2%
Cc1cc(C[C@@H]2COC[C@@H]2NC(=O)CN2C(=O)NC(=O)C2(C)C)on1
 : 3%, 0%, i, -2, -8%, 1%, -1%
COc1ccc(-c2cc(OC(=O)c3ccccc3)c3c(C)oc(C)c3c(=O)c2)cc1OC
 : -15%, ., ., 2, ., ., 0%
O=C1NCCOCCCN(C(=O)NCCc2ccccc2)[C@H]2CCCC[C@@H]12
 : 8%, i, -5%, -2, 2%, 0%, 17%
CCOC(=O)c1ccccc1NC(=O)c1cc2c(=O)oc3ccc(C)cc3c2s1
 : 3%, ., ., 17, ., ., -18%
CC1CCCN(Cc2c(O)ccc3c(=O)c(Oc4ccc(C(C)(C)C)cc4)c(C(F)(F)F)oc23)C1 (configuration not stated)
 : 0%, ., ., 14, ., ., -23%
Cc1ccc(S(=O)(=O)n2nc(-c3ccco3)nc2NCc2ccc(N(C)C)cc2)cc1
 : -2%, ., ., -4, ., ., 12%
Cc1ccc(Nc2ccnc(N3CCCC3C(=O)NCCc3ccccc3)n2)cc1 (configuration not stated)
 : 0%[12.5 µM], -4%, -38%, -3, ., ?, -8%
COc1cc(NC(=O)Cn2c(-c3ccccc3)cc(C(C)=O)c2C)cc(OC)c1
 : -7%, ., ., 13, ., ., -19%

By substructure: those above containing an aryl thioether with sulfur outside any ring
Results follow in this order: HEK293 viab, GPT2 inh, NIH3T3 tox, IP6K1 inh, Luciferase inh, HEK cytotox, SNCA expr inhib
Cc1ccnc(SCC(=O)N[C@H]2CCOC[C@H]2C2CCOCC2)n1
 : 0%, -2%, 3%, 1, -1%, -21%, 5%
CSc1ccc(CCNC(=O)c2cnc3c(C)cccn3c2=O)cc1
 : 13%, ., ., -29*, ., ., 31%[activator]
COCCNc1ncc(-c2ccc(SC)cc2)c2c1OCC2
 : -1%[87.6 µM], 2%[88.5 µM], ?, -20, ?, ?, 134%[activator][87.6 µM]

Compound activity from PubChem BioAssay.
